TbREL1 inh – TbREL1 inhibition, primary screen; AID 1117264; TbREL1 RNA ligation, FRET fluorescence; actives 0.49% (n = 89,000); P86926; inhibition, % at 9.66 µM;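 active = inhibition above the mean inhibition across all screened compounds plus 3 SD, cut at about 11% in these data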;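 also: 0% = plate median of test wells and 100% = NSC42067 control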
Target sequence (P86926 whole entry, looked up): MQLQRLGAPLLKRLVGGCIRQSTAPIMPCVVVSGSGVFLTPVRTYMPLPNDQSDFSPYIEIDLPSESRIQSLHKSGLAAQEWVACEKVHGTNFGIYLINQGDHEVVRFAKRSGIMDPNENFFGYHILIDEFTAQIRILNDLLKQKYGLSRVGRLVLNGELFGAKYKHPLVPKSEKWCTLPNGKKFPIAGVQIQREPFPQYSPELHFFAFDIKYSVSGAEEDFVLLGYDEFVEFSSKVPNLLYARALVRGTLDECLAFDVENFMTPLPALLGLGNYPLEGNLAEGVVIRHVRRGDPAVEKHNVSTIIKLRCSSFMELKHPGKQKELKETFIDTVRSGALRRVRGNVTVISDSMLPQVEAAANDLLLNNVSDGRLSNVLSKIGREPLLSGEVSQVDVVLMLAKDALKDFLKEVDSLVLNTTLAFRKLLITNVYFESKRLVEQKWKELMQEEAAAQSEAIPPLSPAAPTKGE
Starred values were filed as active, the others as inactive.

TbREL1 inh	Molecule
8.3	CC1=C(C#N)C(c2cccnc2)C2=C(CCCC2=O)N1 (stereo not drawn)
9.2	O=C1c2ccccc2C(=O)N1Cc1ccccn1
-2.5	O=C(Cn1c(=O)c2cccn2c2cccnc21)NCCCN1CCN(c2ccccc2)CC1
-1.3	O=C(/C=C/c1c(Cl)cccc1Cl)NCCc1ccccc1
-1.7	CN(C)S(=O)(=O)c1ccc(NC(=O)CN2CCN(C(c3ccccc3)c3ccccc3)CC2)cc1
-2.7	COc1ccc(CNC(=O)CN(Cc2ccc(Cl)cc2)S(C)(=O)=O)cc1
-2.8	CCc1c(O)nc(SCC(=O)NCc2ccco2)[nH]c1=O
-0.8	C=CCn1c(SCC#N)nnc1-c1ccc2ncccc2c1
-0.8	COc1ccc(-c2nc(C#N)c(N3CCc4ccccc4C3)o2)cc1OC
1.5	CCC(=O)NCC(=O)OCC(=O)c1ccccc1
1.2	CCc1nc2ccc(C(=O)N(CC)CCN(C)C)cn2c1N(CC)CCOC
-2.6	COc1ccccc1-n1c(SCC(=O)NC(C)(C)C)nc(O)c(Cc2ccccc2)c1=O
-1.4	O=C(Cc1cccc(NC(=O)C2CCCN(C(=O)c3ccccc3)C2)c1)Nc1ccc(C(=O)N2CCOCC2)cc1 (stereo not drawn)
1.4	COc1ccc(CCNC(=O)C2CCCN(c3nn4c(=O)cc(C)nc4s3)C2)cc1OC (stereo not drawn)
1.8	CCN(c1cccc(C)c1)c1nc2ccsc2c(=O)s1
2.0	COc1ccc(C(=O)OCC(=O)Nc2cccc(C(C)=O)c2)cc1OC
1.9	COc1c(Cl)cc(C(=O)NCc2ccco2)cc1Cl
-2.4	Cc1cc(-c2n[nH]c(=S)n2N=Cc2ccc(OCc3ccccc3)cc2)n[nH]1
-0.9	CC(=O)n1nc(-c2ccc(C)cc2)nc1NCc1ccc(F)cc1
-0.9	C=CCN1C/C(=C/c2ccccc2)N2C(=O)CC(c3ccccc3)N=C12 (stereo not drawn)
0.8	CCOC(=O)[C@]12CCCC=C1N(Cc1ccc(OC)cc1)C(=O)[C@@H]2CC(=O)NCC12CC3CC(CC(C3)C1)C2
-0.2	CCOC(=O)C1=C(C)N=c2sc(=Cc3cc(Cl)c(OCC(=O)O)c(OC)c3)c(=O)n2C1c1ccccc1Cl (stereo not drawn)
-1.6	COc1ccc(C(=O)NCc2cc(C(C)C)no2)cc1OC1CCN(C(C)C)CC1
-1.5	Cc1ccc(S(=O)(=O)c2n[nH]n3c2nc(=O)c2ccccc23)cc1
-4.2	Cc1[nH]nc2c1C1(CCC(c3ccccc3)CC1)C(C#N)=C(N)O2 (stereo not drawn)
-1.9	Cc1ccc(S(=O)(=O)N2CCN(C(=O)C3=COCCO3)CC2)cc1C
4.5	Cc1ccc(OCc2cc(C(=O)NCC3COCCO3)no2)cc1C (stereo not drawn)
0.8	COc1cc2c(cc1NC(=O)C(C)NCc1ccccc1)oc1ccccc12 (stereo not drawn)
-2.0	COc1cccc(OCC(=O)N(C)Cc2nc(-c3ccccc3)no2)c1
0.2	CCOC(=O)C1CCCN(C(=O)c2cc(S(=O)(=O)N3CCCCCC3)ccc2OC)C1 (stereo not drawn)

New compounds follow.
TbREL1 inh	Molecule
0.0	CCCc1nnc(SCC(=O)Nc2ccc(Cl)cc2Cl)o1
-0.1	O=C(CSc1nnc(-c2ccc(S(=O)(=O)N3CCCC3)cc2)o1)NCc1ccccc1
-3.9	CCOc1ccc2c(c1)n(CO)c(=S)n2CO
3.3	CN(C)S(=O)(=O)NC(c1ccccc1)c1ccccc1
-3.5	COc1ccc(CNC(=O)CN(C(=O)CCC(=O)Nc2nccs2)c2ccc(C)cc2)cc1
0.7	Cc1nnc(SCc2ccc3c(c2)OCO3)s1
-2.3	CC(C)N1CCC(C)(C(=O)Nc2ccccc2Oc2ccccc2)C1 (stereo not drawn)
-0.9	S=C(NCc1cccnc1)Nc1cccc(Cl)c1
3.2	CCCCN1CN2CCc3ccccc3C2CS1(=O)=O (stereo not drawn)
2.1	CC(=O)Nc1ccc2c(c1)nc1n2CCN(C2CCCCC2)C1
0.7	CCCCNC(=O)C1CCCN1C(=O)Nc1cc(Cl)cc(Cl)c1 (stereo not drawn)
-1.5	CCc1ccccc1NC(=S)N(CCN(C)C)C(C)c1ccco1 (stereo not drawn)
-0.6	Cc1c(C(=O)NCCC#N)sc(=O)n1Cc1ccc(C(=O)N(C)C)cc1
-3.0	COc1ccc(OC)c(NC(=O)CSc2nc(N3CCOCC3)nc(N3CCOCC3)n2)c1
-2.5	COc1cc(CC(=O)OCc2ccccc2F)cc(OC)c1OC
-4.7	C[C@]1(O)CC(=O)C=C[C@H]1Nc1ccccc1
5.5	O=C(CSc1nnc(COc2ccc(Cl)cc2)n1Cc1ccco1)Nc1ccc(OCc2ccccc2)cc1
-3.7	O=C(O)CSc1nnc(-c2ccccc2Br)n1-c1cccc(C(F)(F)F)c1
7.1	COC(=O)C1=C(C)N(C)C(=NCc2ccc(C(F)(F)F)cc2)NC1c1ccc(F)cc1 (stereo not drawn)
-3.6	COc1ccccc1N1CCN(C(=O)c2cc3c(=O)n(C)c4ccccc4c3n2C)CC1
-3.0	CC(C)[C@H](NC(=O)c1ccccc1)C(=O)NCCc1ccccc1
-0.8	O=C(NNc1nc2cc3c(cc2s1)OCO3)c1ccccc1
0.5	O=C(O)CC(c1ccc(Cl)cc1)N1C(=O)CCC1=O (stereo not drawn)
-3.5	COCCn1c(SCC(=O)Nc2c(C)n(C)n(-c3ccccc3)c2=O)nc2ccccc2c1=O
1.1	CCOC(=O)c1ccc(NC(=O)C2CCCN(S(=O)(=O)c3cnc[nH]3)C2)cc1 (stereo not drawn)
0.8	CCN(CC)S(=O)(=O)c1ccc(Oc2ccc(S(=O)(=O)N(CC)CC)cc2)cc1
1.5	CCN1CCN(C(=O)C2CCN(S(=O)(=O)c3cccc4cccnc34)CC2)CC1
-2.8	COc1ccc(-c2csc(NC(C)c3nc4cc(C(F)(F)F)ccc4n3CCOCCO)n2)cc1 (stereo not drawn)
-3.0	COc1ccc(C(C(=O)NC(C)(C)C)N(Cc2ccco2)C(=O)CCC(=O)Nc2ccccn2)cc1 (stereo not drawn)
-1.0	COc1ccc(-n2c(=O)[nH]c3cc(C(=O)NCCc4ccc(Cl)cc4)ccc3c2=O)cc1OC

Copied from the list:
CCCCNC(=O)C1CCCN1C(=O)Nc1cc(Cl)cc(Cl)c1 (stereo not drawn) – TbREL1 inh = 0.7
O=C(O)CC(c1ccc(Cl)cc1)N1C(=O)CCC1=O (stereo not drawn) – TbREL1 inh = 0.5

Further structures
TbREL1 inh	Molecule
-0.8	COc1ccc(CCNC(=O)c2ccccc2NS(=O)(=O)c2cc(C(=O)O)ccc2OC)cc1
-2.8	COc1cc(NC(=O)c2cc(-c3cccs3)on2)cc(OC)c1OC
-0.9	O=C(Nc1ccc2c(c1)OCO2)N1CCC(c2nc3ccc(Cl)cc3[nH]2)CC1
1.4	O=C(CNCC1(N2CCOCC2)CCCCC1)Nc1ccc(Cl)cc1
6.6	CCc1nc(NCCc2ccccn2)c2nnn(Cc3ccccc3F)c2n1
-1.8	Cc1cc2c(=O)n(C)c(SCC(=O)Nc3cccc(O)c3)nc2s1
0.2	COc1cc(C(=O)OCC(=O)Nc2ccc(OC(F)F)cc2)cc(OC)c1OC
3.0	Cc1ccc(NC(=O)C2CC(O)CN2C(=O)Oc2ccccc2)c(C)c1 (stereo not drawn)
1.4	COc1ccc(NS(=O)(=O)c2cc(NC(=O)Cc3n[nH]c(=O)c4ccccc34)ccc2OC)cc1
-0.1	C=CCCC(=O)Nc1ccc(Br)cn1
1.1	O=[N+]([O-])c1cc(C(F)(F)F)ccc1NCCc1ccccn1
0.1	CN(C)C(CNC(=O)c1ccc(S(=O)(=O)NCc2ccco2)cc1)c1ccccc1 (stereo not drawn)
-3.6	Cc1ccc(-c2nc3ncccn3c2Nc2ccc3c(c2)OCCO3)cc1
-1.1	COc1ccc(C2=NO[C@@H]3C(=O)N(c4ccc5c(c4)OCCO5)C(=O)[C@H]23)cc1OC
1.0	CC1(C(=O)N/N=C/c2c(F)c(F)c(F)c(F)c2F)CC1(Cl)Cl (stereo not drawn)
-0.3	CC(=O)c1ccc(S(=O)(=O)Nc2ccc(Cl)c(S(=O)(=O)N3CCCC3)c2)cc1
-0.6	CCCOc1ccc(N2CC(C(=O)Nc3ccc4c(c3)OCO4)CC2=O)cc1 (stereo not drawn)
4.1	CCc1cccc(C)c1NC(=O)CSc1nnc(C)o1
2.2	COc1cc(O)ccc1C(=O)CCc1ccc(O)cc1
-0.1	CC(C)(C)OC(=O)N[C@@H](C(=O)OC(C)(C)C)c1ccc(C(F)(F)F)cc1
0.0	CC(=O)c1cccc(N2C(=NC(=O)COc3ccccc3)SC3CS(=O)(=O)CC32)c1 (stereo not drawn)
1.1	Cc1ccc2oc(=S)n(C)c2c1
3.8	COc1cc2c(cc1NC(=O)COC(=O)C(CCSC)NC(=O)c1ccccc1Cl)oc1ccccc12 (stereo not drawn)
9.0	CCCCc1c(O)nc2sccn2c1=O
-3.7	COCc1ccc(C(=O)N(C)CC2CCCN(CCc3ccccc3F)C2)o1 (stereo not drawn)
-2.6	C#CCN1C(=O)[C@]2(NCCc3c2[nH]c2ccc(OC)cc32)c2ccccc21
7.8	COC(=O)c1ccc(COC(=O)CNC(=O)c2ccc(C)s2)cc1
5.0	Cc1cccc(OCC(=O)Nc2ccc(N3CCN(C(=O)c4ccco4)CC3)cc2)c1C
0.7	COc1ccc(CCN2CC(C(=O)N(C)Cc3cccnc3)CC2=O)cc1OC (stereo not drawn)
1.3	CC(c1ccccc1)n1cc(C(=O)NCC2CCCO2)nn1 (stereo not drawn)

3 compounds from above, sorted by the number in TbREL1 inh, low to high:
SMILES | TbREL1 inh
O=C(CNCC1(N2CCOCC2)CCCCC1)Nc1ccc(Cl)cc1 | 1.4
Cc1cccc(OCC(=O)Nc2ccc(N3CCN(C(=O)c4ccco4)CC3)cc2)c1C | 5.0
COC(=O)c1ccc(COC(=O)CNC(=O)c2ccc(C)s2)cc1 | 7.8

The results go on:
TbREL1 inh	Molecule
-0.9	O=C(c1cccc(S(=O)(=O)Nc2cccc(C(F)(F)F)c2)c1)N1CCOCC1
-1.9	CCN1C(=O)CC(N2CCN(c3ccc(OC)cc3)CC2)C1=O (stereo not drawn)
0.8	CC1=CC(C)[C@H](/C=N/n2c(=O)[nH]c3c([nH]c4ccc(Br)cc43)c2=O)C(C)C1 (stereo partly drawn)
-1.2	COc1ccc([C@H]2C[C@@H](n3cc(-c4ccc(F)cc4)nn3)[C@H](O)CN2C(=O)C2CCCCC2)cc1
-3.0	Cc1ccc(NC(=O)c2cc(NC(=O)c3ccco3)ccc2N2CCOCC2)cc1
5.8	CCOC(=O)N1CCN(C(=O)CSc2ncnc3ccccc23)CC1
3.0	O=C1Nc2c(ccc(Cl)c2Cl)C(=O)C1(F)c1ccccc1 (stereo not drawn)
5.2	O=C(Nc1ccc(Cl)c(C(F)(F)F)c1)NC1CC2CCCC(C1)N2Cc1ccccc1 (stereo not drawn)
0.8	Cc1ccc(NC(=O)CC(=O)Nc2ccc(C)cc2)cc1
1.5	COc1ccc(CC(=O)NCc2ccc(F)cc2)cc1S(=O)(=O)N1CCOCC1
3.4	Cc1ccccc1-n1c(SC(C)C(N)=O)nnc1-c1cccnc1 (stereo not drawn)
2.4	COc1ccc(/C=C/C(=O)OC2CCCCC2CN(C)C)cc1 (stereo not drawn)
2.3	CCCCNc1c([N+](=O)[O-])ncn1C
1.7	O=[N+]([O-])c1ccc(Cl)c(S(=O)(=O)Nc2ccc(S(=O)(=O)N3CCOCC3)cc2)c1
8.2	O=S1(=O)c2c(NCc3ccco3)cccc2Oc2ccccc2CN1Cc1cn(Cc2ccc(Cl)cc2)nn1
-2.8	O=C(CSc1nnc(-c2ccccc2)n1-c1ccccc1)NN=C/C=C\c1ccccc1[N+](=O)[O-]
1.8	N#Cc1c(-c2ccco2)cc(-c2cccnc2)nc1N
-3.5	O=S1(=O)N[C@@H](Cc2ccccc2)COc2cc(Br)ccc21
-0.9	CCN(CC(=O)Nc1c(F)cccc1F)C(=O)CNC(=O)c1sc2ccccc2c1Cl
-2.0	Cc1csc2ncc(C(=O)Nc3ccc4c(c3)OCCO4)c(=O)n12
-1.7	O=C(c1cnccn1)N1CCN(S(=O)(=O)c2ccc3ccccc3c2)CC1
-0.5	O=C(CSc1ccc2c(c1)OCCO2)NCc1ccccc1
-4.1	COc1cc(NC(=O)C2CCCN(S(=O)(=O)c3cc(OC)ccc3OC)C2)cc(OC)c1 (stereo not drawn)
-8.1	C/C(=N\NC(=O)CCc1ccccc1)C1C(=O)c2ccccc2C1=O
-0.7	CC(=O)Nc1ccc(S(=O)(=O)N[C@@H](C)C(=O)NC2CCCc3ccccc32)cc1 (stereo partly drawn)
1.2	Cc1ccc(-c2nc(C3CCCN(S(=O)(=O)c4ccc(C)cc4)C3)no2)cc1 (stereo not drawn)
1.1	O=C(Cc1ccccc1[N+](=O)[O-])NCc1ccc(Cl)cc1
-1.3	O=C(CSc1nnc(-c2ccccc2F)n1Cc1ccco1)Nc1ccccc1-c1ccccc1
-0.7	CCOc1ccc(CCNC(=O)C2CCCN(S(=O)(=O)N3CCCCC3)C2)cc1OCC (stereo not drawn)
0.9	CCOC(=O)C1=C(CS(=O)(=O)c2ccccc2)NC(=O)NC1c1ccccc1OCC (stereo not drawn)
4.5	Nc1c(C(=O)NCc2ccco2)nnn1Cc1ccccc1
-1.3	Cc1ccc(CNC(=O)C(OC(=O)c2cccs2)C(C)C)cc1 (stereo not drawn)
-1.6	COc1ccc(NC(=O)CSc2nnc(CNC(=O)c3ccco3)n2-c2ccccc2OC)cc1

Rewritten field by field: entries from further up.
structure: O=C(c1cnccn1)N1CCN(S(=O)(=O)c2ccc3ccccc3c2)CC1
  TbREL1 inh = -1.7
structure: O=C(CSc1ccc2c(c1)OCCO2)NCc1ccccc1
  TbREL1 inh = -0.5

No new results follow: an excerpt of the list.
TbREL1 inh	Molecule
0.9	CCOC(=O)C1=C(CS(=O)(=O)c2ccccc2)NC(=O)NC1c1ccccc1OCC (stereo not drawn)
4.5	Nc1c(C(=O)NCc2ccco2)nnn1Cc1ccccc1
-1.3	Cc1ccc(CNC(=O)C(OC(=O)c2cccs2)C(C)C)cc1 (stereo not drawn)
-1.6	COc1ccc(NC(=O)CSc2nnc(CNC(=O)c3ccco3)n2-c2ccccc2OC)cc1

From PubChem BioAssay

Not all compounds are listed, so the mix of outcomes need not match the whole.
